High-throughput results (PubChem)
GPR151 activ: human GPR151 activation. Q8TDV0. PathHunter beta-arrestin GPR151 cells, luminescence. activation, % at 11.2 µM. hit rate 1% among 650,000; in the data active means activation above about 4.9%;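 further: 0% = median of compound wells and 100% = cells with positive control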
Target sequence (Q8TDV0 whole entry, looked up): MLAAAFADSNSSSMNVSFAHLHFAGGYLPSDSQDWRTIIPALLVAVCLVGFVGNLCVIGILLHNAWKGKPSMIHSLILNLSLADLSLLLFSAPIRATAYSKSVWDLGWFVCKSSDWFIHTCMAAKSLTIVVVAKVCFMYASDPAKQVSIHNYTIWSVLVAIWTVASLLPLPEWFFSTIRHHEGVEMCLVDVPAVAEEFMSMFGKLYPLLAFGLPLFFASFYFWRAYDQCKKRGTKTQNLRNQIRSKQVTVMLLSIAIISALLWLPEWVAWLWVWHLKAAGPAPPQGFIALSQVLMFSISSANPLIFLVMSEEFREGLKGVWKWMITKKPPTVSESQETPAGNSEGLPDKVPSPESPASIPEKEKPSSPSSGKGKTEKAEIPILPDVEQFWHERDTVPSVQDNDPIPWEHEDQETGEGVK
FBW7 activator: activators of human E3 ligase FBW7; Q969H0; AlphaScreen FBW7–phospho-cyclin E peptide binding, activator screen; normalized activity (activation), % at 26.1 µM; hit rate 0.13% among 650,000; AID 1259310; in the data active means normalized activity above about 1.9%;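 further: purified mutant Fbw7 with reduced substrate affinity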
MITF primary: blocks human microphthalmia-associated transcription factor; O75030; AlphaScreen MITF homodimerization, bead proximity signal; inhibition, % at 2.6 µM; hit rate 0.91% among 650,000; AID 1259374; in the data active means inhibition above about 50%;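 further: 0% = vehicle wells with protein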
Target sequence (O75030 whole entry, looked up): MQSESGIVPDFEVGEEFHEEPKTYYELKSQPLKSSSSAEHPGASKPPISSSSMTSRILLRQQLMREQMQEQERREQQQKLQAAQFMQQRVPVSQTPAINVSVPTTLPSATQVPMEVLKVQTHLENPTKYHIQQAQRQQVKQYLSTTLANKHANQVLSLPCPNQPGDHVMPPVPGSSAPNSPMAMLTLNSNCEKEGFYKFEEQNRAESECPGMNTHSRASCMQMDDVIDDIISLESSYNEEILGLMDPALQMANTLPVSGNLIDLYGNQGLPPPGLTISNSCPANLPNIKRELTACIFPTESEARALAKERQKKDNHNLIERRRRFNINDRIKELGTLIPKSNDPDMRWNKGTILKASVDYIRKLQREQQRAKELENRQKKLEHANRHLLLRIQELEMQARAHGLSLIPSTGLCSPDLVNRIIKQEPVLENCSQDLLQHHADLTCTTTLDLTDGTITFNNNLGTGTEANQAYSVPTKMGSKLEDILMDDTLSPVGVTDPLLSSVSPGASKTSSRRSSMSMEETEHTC
TEAD-YAP block: TEAD-YAP interaction inhibition. hit rate 1.4% among 640,000. AID 1259422. inhibition, % at 9.12 µM. HEK-TIYL cells, TEAD-Gal4/YAP UAS-luciferase luminescence; in the data active means inhibition above about 32%;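 further: 0% = median of test compound wells and 100% = reference inhibitor wells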
An asterisk follows results filed as active.

Screening O=C(Nc1cc(Oc2ccc3c(c2)CCC3)cc([N+](=O)[O-])c1)c1nn2c(c1Cl)NC(c1cccs1)CC2C(F)(F)F (centres undefined) returned GPR151 activ -1.8, FBW7 activator 0.1, MITF primary -13.6 and TEAD-YAP block 3.0.
`Cc1sc2ncnc(NCCC3=CCCCC3)c2c1C` gave GPR151 activ 0.3, FBW7 activator 0.2, MITF primary 1.7 and TEAD-YAP block 44.4*.
For O=C(/C=C/c1ccco1)NCCCNC(=O)/C=C/c1ccco1 the results were GPR151 activ -0.3, FBW7 activator 0.2, MITF primary 27.3 and TEAD-YAP block -6.3.
COc1cccc(C2CC(c3cccc(F)c3)n3ncnc3N2)c1 (centres undefined) was read as GPR151 activ 1.6, FBW7 activator -0.1, MITF primary 3.1 and TEAD-YAP block 2.4.
Screening O=C(O)Cn1nnnc1SCC(=O)Nc1cccc([N+](=O)[O-])c1 returned GPR151 activ -0.5, FBW7 activator -0.1, MITF primary 10.1 and TEAD-YAP block 5.2.
For CC(=O)c1sc(Nc2ccccc2)c(C#N)c1N the results were GPR151 activ 1.6, FBW7 activator 0.0, MITF primary 6.2 and TEAD-YAP block 11.9.
For Cc1cc(C)c(C(=O)/C=C/c2cccnc2)c(=O)[nH]1 the results were GPR151 activ -0.3, FBW7 activator 0.8, MITF primary 14.2 and TEAD-YAP block 17.1.
Nc1c(C(=O)NCc2ccco2)nnn1Cc1ccc(Cl)cc1 was read as GPR151 activ -1.3, FBW7 activator -0.1, MITF primary 3.9 and TEAD-YAP block 2.2.
Screening CCc1ccc(N(C(=O)c2csnn2)C(C(=O)NC(C)(C)C)c2ccncc2)cc1 (centres undefined) returned GPR151 activ -0.6, FBW7 activator -0.1, MITF primary 20.6 and TEAD-YAP block -6.1.
COc1ccc(S(=O)(=O)N(CC(=O)Nc2cccc(C(F)(F)F)c2)c2ccc(C)cc2)cc1 was read as GPR151 activ 1.0, FBW7 activator 0.3, MITF primary -3.1 and TEAD-YAP block 0.9.
Cc1cc(C(F)(F)F)nc(NC(=O)NC(=O)c2ccc(F)cc2)n1 was read as GPR151 activ -0.1, FBW7 activator -0.3, MITF primary -5.3 and TEAD-YAP block 1.1.
`Cc1ccc(N2C(=S)NC3c4cc(Cl)cc(Cl)c4OC2(C)C3C(=O)N(C)C)cc1` (centres undefined) gave GPR151 activ -1.5, FBW7 activator 0.5, MITF primary 33.8 and TEAD-YAP block 11.9.
O=C(c1cc(COc2c(F)cccc2F)on1)N(CCO)CCO was read as GPR151 activ -1.3, FBW7 activator -0.1, MITF primary -10.7 and TEAD-YAP block 3.8.
O=C(NCCCN1CCCC1=O)c1cc2nc(-c3ccco3)cc(C(F)(F)Cl)n2n1 was read as GPR151 activ -0.1, FBW7 activator 0.0, MITF primary 6.1 and TEAD-YAP block 2.1.
CCCCOc1ccccc1C1NC(=O)NC(C)=C1C(=O)OCC (centres undefined) was read as GPR151 activ 0.7, FBW7 activator 0.1, MITF primary 2.4 and TEAD-YAP block -13.9.
Screening CC1CN(CC(O)COC2CCCC2C)CC(C)O1 (centres undefined) returned GPR151 activ 2.1, FBW7 activator -0.2, MITF primary 0.2 and TEAD-YAP block 0.6.
`Cc1ccccc1C(=O)N1CCC(C(=O)Nc2ccc(Br)cc2)CC1` gave GPR151 activ -1.2, FBW7 activator 0.1, MITF primary -10.1 and TEAD-YAP block 7.3.
C=CCNC(=O)[C@H]1C=CCN1C(=O)c1cccs1 was read as GPR151 activ 1.3, FBW7 activator 0.4, MITF primary 19.4 and TEAD-YAP block 4.4.
For CC1=C(C(=O)N2CCOCC2)C(c2ccc(Cl)c([N+](=O)[O-])c2)C2=C(CCCC2=O)N1 (centres undefined) the results were GPR151 activ 2.4, FBW7 activator -0.2, MITF primary -10.6 and TEAD-YAP block -4.5.
Screening CC12C=CC3(O1)C(C(=O)N(C1CCCCCCC1)C3C(=O)NC1CCCCC1)C2C(=O)Nc1ccc(F)cc1 (centres undefined) returned GPR151 activ -0.4, FBW7 activator 0.1, MITF primary 10.1 and TEAD-YAP block 4.5.
Screening O=C1C2CCCCC2C(=O)N1c1ccc(Cl)c(F)c1 (centres undefined) returned GPR151 activ 1.3, FBW7 activator 0.0, MITF primary -5.5 and TEAD-YAP block -0.1.
`CC(C)N(CCN1C(=O)c2ccccc2C1=O)C(C)C` gave GPR151 activ 0.9, FBW7 activator 0.1, MITF primary 2.2 and TEAD-YAP block 5.5.
Screening COc1cc(OC)cc(C(=O)N2CCC(C(=O)O)CC2)c1 returned GPR151 activ 1.4, FBW7 activator 0.1, MITF primary 15.9 and TEAD-YAP block 5.5.
For Nc1cccc(-c2nc3ncnc(Nc4ccc(N5CCOCC5)cc4)c3[nH]2)c1 the results were GPR151 activ -1.7, FBW7 activator 0.0, MITF primary 16.7 and TEAD-YAP block 9.3.
Screening Cc1cccc(C(=O)Nc2cc(S(N)(=O)=O)ccc2C)c1 returned GPR151 activ -0.5, FBW7 activator 0.0, MITF primary -6.0 and TEAD-YAP block -1.8.
`O=c1cc(-c2ccccc2)c2ccc(OCc3ccc(F)cc3)cc2o1` gave GPR151 activ -1.0, FBW7 activator 0.1, MITF primary -4.7 and TEAD-YAP block 3.9.
Screening COc1ccc(-c2c(C)nn3c(NCC(C)(C)CN(C)C)cc(C)nc23)cc1 returned GPR151 activ 1.0, FBW7 activator 0.1, MITF primary -10.8 and TEAD-YAP block -5.2.
Screening CCOc1ccccc1NC(=O)NC1(C(=O)N2CCN3CCCC3C2)CCCCC1 (centres undefined) returned GPR151 activ -0.2, FBW7 activator 0.1, MITF primary -3.6 and TEAD-YAP block 6.1.
Screening CCC(c1nnnn1C1CCCC1)N1CCN(Cc2ccccc2)CC1 (centres undefined) returned GPR151 activ -0.6, FBW7 activator 0.3, MITF primary 11.4 and TEAD-YAP block 0.4.
Screening CN(c1ccccc1C(=O)Nc1cccc(C(F)(F)F)c1)S(C)(=O)=O returned GPR151 activ -0.2, FBW7 activator -0.3, MITF primary -9.0 and TEAD-YAP block 5.7.
Screening Cc1cc(C)n(C(=O)c2ccc3c(c2)N(CC(=O)NC2CCCC2)C(=O)CO3)n1 returned GPR151 activ 0.0, FBW7 activator 0.0, MITF primary 25.1 and TEAD-YAP block -9.6.
`COC(=O)c1ccc(OC(=O)COC(=O)CSc2nc(C)cc(C)n2)cc1` gave GPR151 activ 0.0, FBW7 activator 0.1, MITF primary 21.2 and TEAD-YAP block 6.4.
For O=C(Cn1nc(Cc2cccnc2)c2ccccc2c1=O)NCCCN1CCCCCC1 the results were GPR151 activ -0.1, FBW7 activator 0.2, MITF primary -10.0 and TEAD-YAP block 6.7.
CCc1c(C)sc(NC(=O)CCCOc2ccc(Cl)cc2C)c1C(=O)OC(C)C was read as GPR151 activ -0.6, FBW7 activator 1.2, MITF primary 10.3 and TEAD-YAP block 9.1.
For COc1ccc2c(C)nc(Nc3nc(C)c(C)c(=O)[nH]3)nc2c1 the results were GPR151 activ -0.1, FBW7 activator -0.1, MITF primary -10.3 and TEAD-YAP block 9.7.
COC(=O)C1=C(C(=O)c2ccccc2)C(c2ccc([N+](=O)[O-])cc2)Nc2nnnn21 (centres undefined) was read as GPR151 activ 2.2, FBW7 activator 0.1, MITF primary -6.4 and TEAD-YAP block -6.8.
Screening COc1ccccc1N1CCN(C(=O)C2C3C=CC4(CN(Cc5ccccc5Cl)C(=O)C24)O3)CC1 (centres undefined) returned GPR151 activ 0.0, FBW7 activator 0.0, MITF primary 3.4 and TEAD-YAP block 1.7.
For O=C(CSc1ccc(F)cc1)NCC1CCN(Cc2ccco2)CC1 the results were GPR151 activ -0.6, FBW7 activator -0.1, MITF primary -3.0 and TEAD-YAP block -0.9.
Screening Fc1ccc2c(c1)/C(=N\NC(=S)Nc1ccccc1)CCO2 returned GPR151 activ -0.3, FBW7 activator 0.1, MITF primary 2.5 and TEAD-YAP block 2.3.
For COc1ccc(Nc2nsc(C(=O)c3ccc(F)cc3)c2N)cc1 the results were GPR151 activ -1.1, FBW7 activator -0.2, MITF primary -3.8 and TEAD-YAP block 44.2*.
Screening CC(C)CCN1CCN(Cc2cccc(O)c2)CC1CCO (centres undefined) returned GPR151 activ 2.4, FBW7 activator -0.1, MITF primary -14.2 and TEAD-YAP block -1.3.
Screening O=C(Nc1ccc(-c2nc3ccccc3o2)c(O)c1)c1ccc(F)cc1 returned GPR151 activ 0.5, FBW7 activator 0.1, MITF primary 7.7 and TEAD-YAP block -1.9.
`NC(=O)C1CC(=O)N(c2ccc(O)cc2)C1` (centres undefined) gave GPR151 activ -0.9, FBW7 activator -0.1, MITF primary -2.5 and TEAD-YAP block 12.0.
C1CCC(Nc2nnnc3c2sc2nc(N4CCOCC4)c4c(c23)CCCC4)CC1 was read as GPR151 activ -0.1, FBW7 activator -0.1, MITF primary -3.5 and TEAD-YAP block -3.4.
For COc1ccc(C(=O)Nc2ccccc2C(=O)Nc2cccc(OC)c2)cc1 the results were GPR151 activ -2.4, FBW7 activator 0.0, MITF primary -9.6 and TEAD-YAP block -5.3.
`CCCNC(=O)c1cc2sc(Cl)cc2n1CC` gave GPR151 activ 1.6, FBW7 activator -0.1, MITF primary 9.9 and TEAD-YAP block 1.1.
COc1ccccc1C(=O)N(c1cccc(Cl)c1)C1C=CS(=O)(=O)C1 (centres undefined) was read as GPR151 activ 0.0, FBW7 activator -0.1, MITF primary -4.2 and TEAD-YAP block 6.4.
For CCCN=C(NS(=O)(=O)c1ccc(F)cc1)c1ccccc1 the results were GPR151 activ 1.2, FBW7 activator 0.2, MITF primary 16.2 and TEAD-YAP block 5.5.

The final 4 entries of the section before come first, to join the parts.
For COc1ccc(C(=O)Nc2ccccc2C(=O)Nc2cccc(OC)c2)cc1 the results were GPR151 activ -2.4, FBW7 activator 0.0, MITF primary -9.6 and TEAD-YAP block -5.3.
`CCCNC(=O)c1cc2sc(Cl)cc2n1CC` gave GPR151 activ 1.6, FBW7 activator -0.1, MITF primary 9.9 and TEAD-YAP block 1.1.
COc1ccccc1C(=O)N(c1cccc(Cl)c1)C1C=CS(=O)(=O)C1 (centres undefined) was read as GPR151 activ 0.0, FBW7 activator -0.1, MITF primary -4.2 and TEAD-YAP block 6.4.
For CCCN=C(NS(=O)(=O)c1ccc(F)cc1)c1ccccc1 the results were GPR151 activ 1.2, FBW7 activator 0.2, MITF primary 16.2 and TEAD-YAP block 5.5.
`CCOC(=O)C(=CNc1ccc(Cl)cc1)C(=O)OCC` gave GPR151 activ -0.7, FBW7 activator -0.1, MITF primary 1.2 and TEAD-YAP block -14.1.
Screening O=C(NCC1CCCO1)c1ccc(NC(=O)c2cncc(Br)c2)cc1 (centres undefined) returned GPR151 activ 0.9, FBW7 activator 0.0, MITF primary 5.3 and TEAD-YAP block 8.5.
For CCC1Sc2ccccc2N(CC(=O)NCCC2=CCCCC2)C1=O (centres undefined) the results were GPR151 activ -0.5, FBW7 activator -0.1, MITF primary -1.6 and TEAD-YAP block -6.1.
`Cc1noc(C)c1-c1cncc(C(N)=O)c1` gave GPR151 activ -1.0, FBW7 activator 0.1, MITF primary -9.9 and TEAD-YAP block -4.8.
Screening CCCn1c(=O)c2c(nc3n(CC)c(C)c(C)n23)n(C)c1=O returned GPR151 activ -0.7, FBW7 activator 0.0, MITF primary 18.7 and TEAD-YAP block 0.3.
`CC(C)(C)CC(=O)Nc1ccc2c(c1)OCO2` gave GPR151 activ 0.0, FBW7 activator 0.0, MITF primary 2.1 and TEAD-YAP block -7.8.
O=C(CSc1nc2ccccc2o1)NN=C1CCCC1 was read as GPR151 activ 0.6, FBW7 activator -0.4, MITF primary -1.8 and TEAD-YAP block 0.0.
For CC(=O)Nc1ccc(NC(=O)C/C(C)=N/NC(=O)c2ccc(O)cc2O)cc1 the results were GPR151 activ 0.1, FBW7 activator 0.2, MITF primary -3.1 and TEAD-YAP block 13.2.
`CCCCc1nnc(SCC(=O)Nc2cccc(C)c2)n1C` gave GPR151 activ 1.1, FBW7 activator 0.0, MITF primary -1.6 and TEAD-YAP block 8.1.
Screening CCN1CCN(Cc2cn[nH]c2-c2ccc(C)c(C)c2)[C@@H](C)C1=O returned GPR151 activ -1.2, FBW7 activator 0.0, MITF primary 2.2 and TEAD-YAP block 2.6.
O=C(NCCOc1ccc2nnc(-c3ccccc3)n2n1)Nc1ccccc1 was read as GPR151 activ 0.2, FBW7 activator 0.2, MITF primary -6.5 and TEAD-YAP block -3.2.
`Cc1c(Cl)cccc1NC=C1C(=O)OC(C)(C)OC1=O` gave GPR151 activ -1.6, FBW7 activator 0.0, MITF primary -1.1 and TEAD-YAP block -3.1.
Screening COc1ccc(C2CC(C(=O)NCc3ccc(F)cc3)N(C)S(=O)(=O)N2)cc1OC (centres undefined) returned GPR151 activ 0.2, FBW7 activator -0.1, MITF primary -13.0 and TEAD-YAP block 1.9.
Screening Cc1cc(C)c(-c2csc(NC(=O)c3ccc(S(=O)(=O)N4CCOCC4)cc3)n2)c(C)c1 returned GPR151 activ 0.7, FBW7 activator -0.2, MITF primary -7.7 and TEAD-YAP block -0.5.

Pulled by compound from the list above:
`CCOC(=O)C(=CNc1ccc(Cl)cc1)C(=O)OCC` gave GPR151 activ -0.7, FBW7 activator -0.1, MITF primary 1.2 and TEAD-YAP block -14.1.
O=C(NCCOc1ccc2nnc(-c3ccccc3)n2n1)Nc1ccccc1 was read as GPR151 activ 0.2, FBW7 activator 0.2, MITF primary -6.5 and TEAD-YAP block -3.2.
